Dengue-2 NS5 capping = flavivirus cap methylation enzyme inhibition – biochemical, confirmation dose response, primary screen (AID 588689); Dengue-2 NS5 methyltransferase capping enzyme assay, biochemical; higher % means a stronger effect; inhibition, % at 25 µM, or IC50 in µM where a hit was titrated; 340,000 compounds, 0.3% hits; in the data active means a potency from the dose series
LYP inhibition = inhibitors of LYP phosphatase, biochemical, fluorescence intensity, uHTS (AID 1779) | recombinant LYP phosphatase, fluorescence intensity; higher % means a stronger effect | inhibition, % at 11.5 µM; hits with a dose series show IC50 in µM | 290,000 compounds, 0.054% hits; in the data active means inhibition above about 50%;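 further: plate controls were vehicle with enzyme for no effect and no enzyme for full effect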
RSV CPE inhibition = inhibition of RSV-induced cytopathic effect – HEp-2 cells, primary 10 µM value included (AID 2391); HEp-2 cells, RSV-induced CPE inhibition; higher % means a stronger effect; CPE inhibition, % at 10 µM; hits with a dose series show IC50 in µM; 310,000 compounds, 0.13% hits; in the data active means a potency from the dose series; further: strong numbers were not always called active
GPR35 arrestin U2OS = GPR35 antagonists blocking zaprinast-driven arrestin recruitment, primary screen, imaging, U2OS, beta-arrestin-GFP, zaprinast agonist (AID 2058) | U2OS GPR35 beta-arrestin-GFP translocation imaging, zaprinast antagonism; higher % means a stronger effect | inhibition, % at 10 µM; hits with a dose series show IC50 in µM | 290,000 compounds, 0.052% hits;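 active means inhibition of at least 50% with at least 30 cells and total cytoplasm GFP at most 10,000,000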
K1F lysis inhibition = protection from phage-mediated lysis, alamar blue read-out – E. coli UTI89, K1F phage, bacterial capsule biogenesis inhibitors (AID 488966). one-dose inhibition, % at 100 µM; IC50 in µM for titrated hits. E. coli UTI89 K1F phage lysis, alamar blue, 2 h; higher % means a stronger effect. 340,000 compounds, 0.02% hits;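 active means phage lysis inhibition, versus mean bacterial control, above a set limit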;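 further: capsule biogenesis inhibitors block K1F phage lysis so surviving cells raise fluorescence; higher fluorescence means more inhibition of phage lysis; actives were called in the ten point dose series up to 300 µM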
AID2073 = inhibitors of Mint1-CaV2.2 protein interaction, biochemical, HTRF (AID 2073). HTRF protein-protein interaction, Mint1-CaV2.2; higher % means a stronger effect. inhibition, % at 20 µM; hits with a dose series show IC50 in µM. 290,000 compounds, 0.19% hits; in the data active means inhibition mostly above about 51%, no sharp cut-off; further: some results filed as inactive read as strong as hits
Autophagy HCS = modulators of autophagy | AID 463193 | MEF GFP-LC3 puncta imaging; test concentration mostly 10 µM | calls only at 10 µM (by protocol) | 190,000 compounds, 0.98% hits;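 active means percentage of spot-positive cells more than 3 SD above its plate mean, without a fluorescence outlier flag or 80% toxicity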;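 further: spot-positive cell cutoff set from DMSO-treated cells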
NTR1 ag = NTR1-driven beta-arrestin-GFP spot formation – imaging, U2OS cells, high content, primary screen (AID 493036) | agonist mode | activation, % at 20 µM | 330,000 compounds, 0.17% hits;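 active means activation at or above 40% of the spot to cytoplasm intensity ratio, with at least 20 cells analyzed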;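 further: 0% = DMSO without peptide and 100% = 100 nM NTR1 peptide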
Target sequence (P30989 whole entry, looked up): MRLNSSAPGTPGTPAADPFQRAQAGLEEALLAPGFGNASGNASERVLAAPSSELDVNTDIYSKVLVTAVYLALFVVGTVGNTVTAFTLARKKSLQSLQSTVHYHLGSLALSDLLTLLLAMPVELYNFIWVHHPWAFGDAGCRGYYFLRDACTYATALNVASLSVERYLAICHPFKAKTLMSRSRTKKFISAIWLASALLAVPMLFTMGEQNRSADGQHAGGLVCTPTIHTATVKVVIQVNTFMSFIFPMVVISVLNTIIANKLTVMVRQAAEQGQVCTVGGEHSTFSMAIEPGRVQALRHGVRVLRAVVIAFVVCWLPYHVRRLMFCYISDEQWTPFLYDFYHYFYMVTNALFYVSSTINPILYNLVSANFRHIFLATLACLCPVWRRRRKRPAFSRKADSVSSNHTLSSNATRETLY
WT yeast gro inh = growth inhibition of WT yeast, mitochondrial fusion screen; inhibition, % at 10 µM; 190,000 compounds, 2.1% hits; mitochondrial fusion phenotypic screen, WT strain; AID 1362; in the data active means inhibition above about 58%; tested in S. cerevisiae
WT yeast gro inh mutant strain = also measured in WT yeast gro inh; calls as there; inhibition, %; mitochondrial fusion phenotypic screen, mutant strain inhibition
Autophagy HCS cell loss 18 h = also measured in Autophagy HCS; calls as there; toxicity, %; measured here: cell loss, nuclei count;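 cell loss after 18 h compound exposure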
NTR1 ag cell count 20 µM = second read-out of NTR1 ag, no call of its own (marks repeat the call); cell count; measured here: cell count, cytotoxicity flag
Starred values were filed as active, the others as inactive; i = inactive; nt = no result given; [ ] = another dose, or the depositor's remark.

SMILES | Dengue-2 NS5 capping | LYP inhibition | RSV CPE inhibition | GPR35 arrestin U2OS | K1F lysis inhibition | AID2073 | Autophagy HCS | Autophagy HCS cell loss 18 h | NTR1 ag | NTR1 ag cell count 20 µM | WT yeast gro inh | WT yeast gro inh mutant strain
Cc1c(OCC(=O)NC(Cc2ccc(Cl)cc2)C(=O)O)ccc2c(-c3ccccc3)cc(=O)oc12 (stereo not given) | 2.9% | -4.9% | 0.2% | -0.3% | 3.3% | 3.6% | nt | nt | -1.1 | 103 | nt | nt
CCOC(=O)/C(C#N)=C/c1cn(CCC(=O)O)nc1-c1cccc(Br)c1 | -6.2% | 3.4% | 2.3% | -0.7% | -0.5% | 11.5% | i | 9.3 | 0.1 | 43 | 1.0 | -26.1
CC(C)(C)c1ccc(OCC(=O)NCc2ccco2)cc1 | -9.1% | -11.6% | 0.0% | 1.5% | 0.2% | -3.1% | i | 44.4 | 0.5 | 73 | 15.0 | -4.5
CCS(=O)(=O)c1nc(S(=O)(=O)c2ccc(Cl)cc2)c(N2CCOCC2)s1 | -3.0% | -5.5% | 0.5% | 5.5% | 0.0% | 1.8% | nt | nt | -0.3 | 75 | nt | nt
CCc1nc(C)cn1S(=O)(=O)c1ccc(Cl)c(Cl)c1Cl | 0.0% | 4.9% | 16.0% | -9.2% | 0.1% | -3.3% | i | 9.2 | 6.0 | 84 | 3.8 | 8.9
CCc1ccc(N(CC(=O)NCCc2ccccc2)C(=O)CCC(=O)Nc2ccccn2)cc1 | 5.5% | -5.8% | 1.2% | -2.6% | 0.0% | 9.0% | nt | nt | 0.9 | 54 | nt | nt
CN(C)c1ccc(/C=N/NC(=O)C2COc3ccccc3O2)o1 (stereo not given) | 1.5% | 1.1% | 1.7% | 1.4% | 0.7% | 27.1% | i | -3.7 | 0.9 | 48 | -9.2 | -18.8
Cc1nn(Cc2ccc(C(=O)NC(C)(C)C)o2)c(C)c1Br | -3.3% | 3.5% | -0.5% | -10.0% | 1.1% | 29.4% | i | 0.9 | 0.9 | 34 | -32.5 | -4.7
CC1(C)OC(=O)C(=NNc2ccc(O)cc2)C(=O)O1 | -0.5% | -0.2% | -2.8% | 29.0% | 0.0% | -1.7% | i | 12.4 | 0.7 | 44 | -16.9 | 9.2
N#Cc1ccc(OCC(=O)Nc2cc(S(=O)(=O)N3CCOCC3)ccc2N2CCOCC2)cc1 | -1.5% | -3.0% | -0.9% | 14.0% | 0.1% | 0.5% | nt | nt | -1.0 | 60 | nt | nt
COC(=O)c1cccc(-n2c(C)cc(C=O)c2C)c1 | -2.9% | -1.2% | 0.4% | -1.6% | 3.5% | 9.5% | i | 22.8 | -0.7 | 36 | 7.4 | 1.0
CNc1nc(SC)nc(N(C)C#N)n1 | 0.9% | -0.7% | 1.1% | 3.5% | -0.1% | -6.8% | i | -4.6 | 0.2 | 73 | 9.1 | 19.4
Cn1c(N)c(C(=O)COC(=O)c2cc(C3CC3)nc3ccccc23)c(=O)n(C)c1=O | -1.2% | 1.8% | 2.2% | 12.8% | 0.5% | 15.3% | i | -20.6 | 18.2 | 81 | -23.3 | -17.4
COc1ccc(-c2nc(CC(=O)O)cs2)cc1OC | nt | -4.7% | 3.3% | -1.6% | nt | 1.8% | i | -6.2 | 0.1 | 47 | -11.1 | -12.8
Cc1cc(=O)[nH]c(SCC(=O)Nc2ccc(F)cc2)c1C#N | nt | 0.7% | 0.4% | 22.9% | nt | -3.0% | i | 14.9 | -0.4 | 86 | -10.1 | -3.2
CC(=O)Nc1ccc(NC(=O)Nc2cccc3ccccc23)cc1 | -4.5% | -2.5% | 3.3% | -5.3% | 0.8% | -0.7% | nt | nt | 1.6 | 54 | nt | nt
O=C(CCc1c[nH]c2ccccc12)Nc1ccc(S(=O)(=O)Nc2ncccn2)cc1 | -8.2% | -2.7% | -2.0% | -16.0% | 0.4% | -4.2% | i | 0.6 | -1.1 | 53 | 4.6 | 5.1
COc1ccc(C(=O)C2CCCN(Cc3cc(Cl)ccc3O)C2)c(OC)c1 (stereo not given) | -2.9% | 0.8% | 18.6% | -6.9% | -0.2% | 6.8% | nt | nt | 3.3 | 67 | nt | nt
COc1ccc(NC(=O)CCN2C(=O)/C(=C/c3ccc4c(c3)OCO4)SC2=S)cc1 | 16.0% | -11.0% | -1.3% | 8.8% | -0.1% | 16.8% | nt | nt | 2.7 | 54 | nt | nt
COc1ccccc1NS(=O)(=O)c1cc(N2Cc3ccccc3C2=N)ccc1N1CCOCC1 | 0.0% | -0.9% | 0.9% | -1.5% | 0.4% | 32.5% | i | 1.7 | 1.5 | 69 | 28.2 | 1.2
COc1ccccc1[C@]1(C)ON(c2ccccc2C(F)(F)F)C1=O | -7.9% | nt | -1.8% | nt | -0.3% | nt | nt | nt | 19.2 | 69 | nt | nt
O=C(CSc1ccccc1)NC(=O)NCc1ccccc1 | -7.7% | 1.3% | 0.0% | -1.5% | 1.6%[50 µM] | 30.9% | nt | nt | 2.1 | 51 | nt | nt
CC(C)Nc1nc(NC(N)=S)nc(NC(C)C)n1 | -2.6% | -8.0% | 3.5% | 2.2% | -1.0%[50 µM] | -11.8% | i | 5.3 | -1.5 | 60 | -6.9 | -8.1
N#CC1(c2ccccc2)CCCN1C(=O)c1ccc(Br)cc1 (stereo not given) | -4.8% | 2.7% | 1.9% | 0.2% | 7.5% | -8.1% | i | 2.2 | -0.7 | 75 | 13.9 | 15.4
CC1CCCCC1NC(=O)c1ccc2c(c1)OCCO2 (stereo not given) | -5.9% | nt | -0.5% | nt | 0.0%[50 µM] | nt | nt | nt | -0.7 | 51 | nt | nt
COc1ccc(CCNC(=O)CN2C(=O)NC(Cc3c[nH]c4ccccc34)C2=O)cc1 (stereo not given) | -9.1% | 1.0% | 1.1% | 13.0% | 0.1% | 7.4% | nt | nt | 0.9 | 107 | nt | nt
Cc1ccc(-n2ncc3c(=O)[nH]c(SCC(=O)N4CCC(C)CC4)nc32)cc1C | -4.9% | 2.5% | nt | 17.9% | 0.8% | 7.8% | i | 25.2 | 5.5 | 90 | 16.5 | 9.5
COc1ccccc1NC(=S)NNC(=S)Nc1ccc(OC(F)F)cc1 | -11.3% | 0.3% | 7.8% | -10.4% | 5.3% | -20.7% | i | 0.7 | -1.0 | 56 | 1.9 | -12.1
CCC(OC(=O)c1ccco1)C(=O)NC1CCCC1 (stereo not given) | -3.2% | -10.2% | 0.4% | 2.6% | 0.2% | 2.2% | nt | nt | 8.1 | 51 | nt | nt
CCN(CC)CCN1C(=O)C(=O)/C(=C(/O)c2ccc(C)cc2)C1c1cccnc1 (stereo not given) | -3.5% | -3.9% | 1.3% | -4.1% | 0.6% | 8.2% | nt | nt | 0.0 | 57 | nt | nt
COc1ccc(NC(=O)Cc2ccsc2)cc1S(=O)(=O)N1CCOCC1 | -5.1% | nt | 1.9% | nt | -0.2% | nt | nt | nt | 0.7 | 59 | nt | nt
C/C(Cn1cnc([N+](=O)[O-])n1)=N\NC(=O)c1ccccc1O | -1.5% | -7.5% | 1.8% | -0.3% | -1.5% | 1.5% | i | -1.7 | 0.1 | 39 | -15.5 | 15.4
O=c1cc(-c2ccccc2)nc(Cc2c(Cl)cccc2Cl)[nH]1 | -3.9% | -5.4% | 1.6% | -0.6% | 0.1% | 21.1% | nt | nt | 1.0 | 100 | nt | nt
CCc1ccc(-c2c(C)sc(NC(=O)C3CCC3)c2C#N)cc1 | -1.9% | -6.4% | 1.6% | 6.2% | 0.1% | -9.4% | i | 8.8 | 0.7 | 78 | -13.3 | -11.7
O=S(=O)(c1ccc(C2CCCCC2)cc1)N1CCOCC1 | -4.4% | 4.7% | 15.3% | 8.6% | 2.3% | -16.6% | i | 4.1 | -0.2 | 48 | 17.0 | -13.1
CCCCc1nc2cc(C(=O)NCc3cn(C)nc3C)ccc2o1 | -0.7% | -2.3% | 3.5% | 0.7% | 0.2% | 3.2% | nt | nt | -0.3 | 61 | nt | nt
Cc1nc2ncnn2c(C)c1CCC(=O)Oc1ccccc1 | 2.5% | -7.6% | -0.5% | -3.6% | 1.6% | -4.5% | i | 37.7 | 0.5 | 61 | -9.9 | -20.6
Oc1ccc(C[C@H]2CNCCN2CC2(c3ccccc3)CC2)cc1 | 7.2% | nt | -1.9% | nt | 5.0% | nt | nt | nt | 3.2 | 81 | nt | nt
COC(=O)c1cccc(Oc2nc3c(c(=O)n(C)c(=O)n3C)n2C(C)C)c1 | 0.0% | -6.7% | 0.2% | 20.0% | 0.3% | 46.5% | i | -1.9 | 1.1 | 85 | 2.3 | 2.3
COc1ccc(-c2cncnc2-c2ccc(OC)cc2O)cc1 | -1.3% | 2.2% | 4.3% | -0.8% | -0.9%[50 µM] | 8.4% | nt | nt | 0.8 | 89 | nt | nt
Cc1ccccc1CC(=O)NC1CCN(Cc2ccccc2)CC1 | -10.9% | -9.5% | -0.8% | -0.5% | 0.8% | 7.7% | nt | nt | -0.7 | 46 | nt | nt
O=C(CNC(=O)c1ccc(Cl)cc1Cl)OCC(=O)N1CCCC1 | -4.6% | nt | 1.6% | nt | 0.5%[50 µM] | nt | nt | nt | 1.1 | 55 | nt | nt
COC(=O)C1=C(C(=O)OC)[C@@H]2N(C)c3ccc(OC)cc3[C@@]23C[C@@H](C(=O)OC)N(S(=O)(=O)c2ccc(OC)cc2)C3=N1 | -1.4% | -1.3% | 0.8% | -11.8% | 0.4% | -9.7% | nt | nt | 1.1 | 64 | nt | nt
Cc1cccc(-c2cc3nc4c(c(N5CCC6(CC5)OCCO6)n3n2)CCCC4)c1 | 0.0% | nt | 11.7% | nt | 0.3% | nt | i | -5.7 | 16.0 | 54 | nt | nt
COc1cc(CNCc2ccccn2)ccc1OCc1ccc(Cl)c(Cl)c1 | -1.4% | -15.4% | -1.6% | 9.0% | 0.6% | -3.6% | i | 3.8 | 0.0 | 61 | 72.2* | 51.7*
Cc1ccc(N2CC(C(=O)NCCC(C)C)CC2=O)cc1 (stereo not given) | -2.7% | -9.0% | 2.2% | -5.0% | -0.1% | 7.8% | i | -2.1 | 0.1 | 71 | -8.2 | -3.2

In another format: three of the compounds above.
Values in the order – Dengue-2 NS5 capping	LYP inhibition	RSV CPE inhibition	GPR35 arrestin U2OS	K1F lysis inhibition	AID2073	Autophagy HCS	Autophagy HCS cell loss 18 h	NTR1 ag	NTR1 ag cell count 20 µM	WT yeast gro inh	WT yeast gro inh mutant strain
Cc1ccc(N2CC(C(=O)NCCC(C)C)CC2=O)cc1 (stereo not given)
  -2.7%	-9.0%	2.2%	-5.0%	-0.1%	7.8%	i	-2.1	0.1	71	-8.2	-3.2
Cc1cccc(-c2cc3nc4c(c(N5CCC6(CC5)OCCO6)n3n2)CCCC4)c1
  0.0%	nt	11.7%	nt	0.3%	nt	i	-5.7	16.0	54	nt	nt
Cc1ccccc1CC(=O)NC1CCN(Cc2ccccc2)CC1
  -10.9%	-9.5%	-0.8%	-0.5%	0.8%	7.7%	nt	nt	-0.7	46	nt	nt
